SKKanGAS inh – blocks kanamycin growth of S. pyogenes SKKanGAS strain; BacTiter-Glo, 6 h; inhibition, % at 7.5 µM; AID 1662; 300,000 compounds, 1.3% hits;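 active means mean replicate score, as percent of positive control median, at least 50; inconclusive means mean below 50 but one replicate at or above 50; inactive means mean and every replicate below 50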;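 further: strain carries kanamycin resistance gene driven by streptokinase promoter and grows in 40 µg/ml kanamycin; loss of luminescence reflects streptokinase promoter inhibition or plain growth inhibition; 0% = median of DMSO wells and 100% = positive control at its reference dose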
KCNQ1 inh – human KCNQ1 channel inhibition | B-score at 10 µM | 310,000 compounds, 1.3% hits | AID 2642 | P51787 | CHO-K1 KCNQ1, FluxOR thallium flux fluorescence; hits give high values;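 active means compounds whose thallium flux B-score, printed positive for inhibition, exceeds three library SD while starting fluorescence stays within three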;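 further: channel opened by potassium depolarization with thallium stimulus after 20 min compound exposure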
KCNQ1 pot – potentiates or activates the human KCNQ1 potassium channel; CHO-K1 KCNQ1, thallium flux FluxOR fluorescence; hits give high values; 310,000 compounds, 0.35% hits; B-score at 10 µM;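 active means fluorescence ratio B-score, a plate-corrected score, at least three library SD, with initial intensity B-score within 5 SD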
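Assay system: stable KCNQ1 CHO-K1 line; medium: assay buffer, equal DMSO in all wells; timing: 90 min dye loading and 20 min compound exposure, both at room temperature; technique: kinetic FluxOR thallium fluorescence, 10-s 1-Hz baseline, 110-s post-stimulus read; read-out basis: B score of baseline-normalized fluorescence ratio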
HDAC3 inh – human HDAC3 inhibition; inhibition, % at 8.3 µM; AID 2718; recombinant HDAC3, fluorogenic peptide/trypsin coupled, fluorescence; 320,000 compounds, 0.15% hits; O15379; in the data active means inhibition above about 26%, passing the limit was not always enough; inconclusive means no clear call, values can overlap the other calls
KCNK3 inh – human KCNK3 channel inhibition, primary screen | O14649 | CHO-KCNK3 thallium flux, FluxOR fluorescence; hits give low values | B-score at 10 µM | 340,000 compounds, 0.84% hits | AID 602410;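 active means B-score under library mean minus 4 SD, starting fluorescence ratio at most library mean plus 5 SD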;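 further: more negative B-score means stronger inhibition of thallium flux through KCNK3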
RGS4 block – human RGS4 inhibition | P49798 | 310,000 compounds, 0.45% hits | HEK293 M3R/RGS4 inducible, Fluo-4 calcium flux; hits give high values; triggered by carbachol at its EC20 | B-score at 10 µM;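 active means B-score, a plate-corrected calcium signal, over three deviations above library mean, with baseline fluorescence within five deviations of library mean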;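 further: RGS4 expression induced by doxycycline in cells with stable M3 receptor; B-score is computed from the integrated fluorescence ratio over baseline after carbachol; higher B-score means a larger calcium signal and so more RGS4 inhibition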
TMEM16A act – mouse TMEM16A channel activation, primary screen | Q8BHY3 | HEK293 TMEM16A/YFP-H148Q/I152L, iodide quench fluorescence; hits give low values | B-score at 10 µM | 340,000 compounds, 0.3% hits;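 active means fluorescence-ratio B-score plate-corrected deviation score at least 3 library SD below zero, with starting fluorescence score within 5 deviations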;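 further: channel opened by trigger with iodide after compound preincubation; score built on the fluorescence ratio of max minus min over baseline; more negative score means more quench and so TMEM16A activation or potentiation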
Target sequence (Q8BHY3 whole entry, looked up): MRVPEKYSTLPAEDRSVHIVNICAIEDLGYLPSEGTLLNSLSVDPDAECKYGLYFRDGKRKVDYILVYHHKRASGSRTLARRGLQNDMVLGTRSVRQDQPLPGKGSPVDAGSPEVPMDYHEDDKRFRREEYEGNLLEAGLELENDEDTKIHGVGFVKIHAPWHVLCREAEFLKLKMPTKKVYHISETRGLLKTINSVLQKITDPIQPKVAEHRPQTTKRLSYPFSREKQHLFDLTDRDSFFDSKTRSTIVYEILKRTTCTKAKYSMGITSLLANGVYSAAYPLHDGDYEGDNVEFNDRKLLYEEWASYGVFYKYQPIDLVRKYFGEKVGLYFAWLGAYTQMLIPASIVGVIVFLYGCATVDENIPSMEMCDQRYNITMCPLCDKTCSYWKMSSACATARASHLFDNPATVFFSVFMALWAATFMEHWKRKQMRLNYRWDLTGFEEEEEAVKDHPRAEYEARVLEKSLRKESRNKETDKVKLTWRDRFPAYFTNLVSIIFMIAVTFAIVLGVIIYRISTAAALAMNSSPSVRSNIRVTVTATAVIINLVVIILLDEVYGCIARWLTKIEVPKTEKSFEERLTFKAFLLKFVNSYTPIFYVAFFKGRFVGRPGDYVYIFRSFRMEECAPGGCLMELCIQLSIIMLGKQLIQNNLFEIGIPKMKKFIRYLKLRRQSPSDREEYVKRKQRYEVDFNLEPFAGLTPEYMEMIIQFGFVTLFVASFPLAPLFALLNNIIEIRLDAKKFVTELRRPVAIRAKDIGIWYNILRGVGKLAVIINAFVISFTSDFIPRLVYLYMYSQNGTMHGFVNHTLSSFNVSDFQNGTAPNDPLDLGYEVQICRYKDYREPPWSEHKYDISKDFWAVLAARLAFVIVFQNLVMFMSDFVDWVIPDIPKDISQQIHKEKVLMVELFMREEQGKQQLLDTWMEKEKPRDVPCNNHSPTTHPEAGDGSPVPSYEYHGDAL
KCNK9 block – inhibitors of human KCNK9 two-pore domain potassium channel; Q9NPC2; HEK293 KCNK9, FluxOR thallium flux fluorescence; hits give low values; B-score at 10 µM; 310,000 compounds, 1.2% hits;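 active means ratio B-score over 3 SD below the library mean, with starting fluorescence within 5 SD of its mean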;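 further: negative B-score means less thallium flux so channel inhibition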
RGS4 act – potentiators or activators of RGS4; HEK293 M3R/inducible RGS4, carbachol calcium flux Fluo4; hits give low values; B-score at 10 µM; 310,000 compounds, 0.92% hits; AID 463111;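 active means B-score of the integrated calcium signal more than 4 SD below the library mean, with starting fluorescence not abnormally high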;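 further: negative B-score means reduced calcium response which marks RGS4 activation or potentiation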
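Detection: kinetic calcium fluorescence imaging with Fluo4-AM dye, 2 µM / Material: HEK293 cells with stable M3R and inducible RGS4 / Schedule: recording 10 s baseline at 1 Hz, 100 s post-agonist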
ANO1 block – inhibitors of mouse TMEM16A calcium-activated chloride channel | Q8BHY3 | HEK293 TMEM16A/YFP iodide influx fluorescence, ionomycin | normalized B-score (activity score, 25-100; higher = stronger inhibition) at 10 µM | 310,000 compounds, 1.2% hits | AID 588511;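 active means ratio plate-corrected score three or more library SD toward inhibition, starting fluorescence score within five deviations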;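 further: score derived from kinetic fluorescence span divided by baseline fluorescence per well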
hERG protect – shields human hERG channel from block by proarrhythmic agents; activation (rescue from dofetilide block), less the hit threshold, % at 10 µM; 310,000 compounds, 0.51% hits; Q12809; CHO-hERG, FluxOR thallium flux, dofetilide IC70 present;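 active means activation above the mean of controls blocked by dofetilide plus 5 SD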;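 further: thallium influx through hERG after potassium depolarization seen as dye fluorescence rise; in these data hits start at about 4.7%; inactives centre near -7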
* marks the source's active call; other numbers are inactive results; i = inactive; ? = inconclusive; . = not tested or not shown.

molecule	KCNK3 inh	SKKanGAS inh	RGS4 block	hERG protect	TMEM16A act	HDAC3 inh	KCNQ1 pot	ANO1 block	KCNQ1 inh	KCNK9 block	RGS4 act
CCC(C)Nc1nc(Cl)nc(N(C#N)CN2C(=O)c3ccccc3S2(=O)=O)n1 (stereo not given)	i	6	i	-9	i	9	i	i	i	i	i
Cc1ccccc1NC(=O)/C(C#N)=C/c1ccc[nH]1	i	10	i	-9	i	10	i	i	i	i	i
CC(=O)N1CCc2cc(Br)cc(S(=O)(=O)CCC(=O)Nc3c(C)n(C)n(-c4ccccc4)c3=O)c21	i	-1	i	-18	i	-2	i	i	i	i	i
O=C(Nc1ccc2nc(-c3ccc(Br)o3)[nH]c2c1)c1ccco1	i	1	i	-20	i	10	i	i	i	i	i
COc1cc(C(=O)NCc2ccc(-c3nc4ccccc4s3)cc2)cc(OC)c1OC	i	3	i	-7	i	-5	i	i	i	i	i
Clc1ccc(OCCn2cnc3ccccc32)c(Cl)c1	i	-4	i	-5	i	-2	i	i	i	i	i
COc1ccccc1CC(=O)N1CCN(S(=O)(=O)c2cccs2)CC1	i	-4	i	-8	i	-1	i	i	i	i	i
CCOc1ccc(N2CC(C(=O)NCc3nnnn3-c3ccc(C)c(C)c3)CC2=O)cc1 (stereo not given)	i	-11	i	-5	i	-2	i	i	i	i	i
COc1ccc(C)cc1NC(=O)CNC(C)C(=O)Nc1ccc(C(C)=O)cc1 (stereo not given)	i	5	i	-10	i	2	i	i	i	i	i
COC(=O)C1=C(C)NC(=O)NC1c1c(O)ccc2ccccc12 (stereo not given)	i	9	i	-8	i	6	i	i	i	i	i
CCCCOc1cccc(C(=O)Nc2ccc(S(=O)(=O)Nc3cc(C)on3)cc2)c1	i	10	i	-8	i	8	i	i	i	i	i
CC1CN(S(=O)(=O)c2ccc(CN3C(=O)c4cccnc4C3=O)cc2)c2ccccc2O1 (stereo not given)	i	2	i	-4	i	-1	i	i	i	i	i
COC(=O)c1ccccc1N1C(=O)C2C(C1=O)[C@H]1C=C[C@@H]2C1 (stereo not given in full)	i	-11	i	-7	i	-6	i	i	i	i	i
CCc1ccc(C(=O)C(C)OC(=O)c2cccc(S(=O)(=O)N3CCOCC3)c2)cc1 (stereo not given)	i	19	i	-14	i	-3	i	i	i	i	i
O=C(CN1CCN(c2ccc(F)cc2)CC1)Nc1ccccc1	i	-3	i	0	i	-3	i	i	i	i	i
CCc1n[nH]c(=S)n1/N=C/c1ccc(N(CC)CC)cc1	i	-8	i	-13	i	-1	i	i	i	i	i
CCN(C(=O)CSc1cc(C)c2cccc(C)c2n1)C1CCS(=O)(=O)C1 (stereo not given)	i	-9	i	-5	i	1	i	i	i	i	i
COc1ccc(CN2CCN(S(=O)(=O)c3ccccc3)CC2)c(OC)c1OC	i	1	i	-4	i	11	i	i	i	i	i
COCCn1c(=O)[nH]c2cc(C(=O)N3CCN(c4cc(C)ccc4C)CC3)ccc2c1=O	i	10	i	-9	i	-4	i	i	i	i	i
O=C(Nc1cccc2ccccc12)NC1CCCc2ccccc21 (stereo not given)	i	-1	i	-10	i	-8	i	i	i	i	i
O=C(Nc1ccc(N2CCN(C(=O)c3ccccc3)CC2)cc1)c1ccc2c(c1)OCCO2	i	-1	i	-10	i	0	i	i	i	i	i
FC(F)(F)c1cc(CCN2CCNC[C@H]2Cc2cccc3ccccc23)cc(C(F)(F)F)c1	i	70*	5.1*	-29	-9.7*	32*	i	i	i	i	i
CCC1CCC(NC2CCCCNC2=O)CC1 (stereo not given)	i	2	i	-8	i	3	i	i	i	i	i
Cc1nn(CCCC(=O)Nc2cc(Oc3ccccc3)cc([N+](=O)[O-])c2)c(C)c1[N+](=O)[O-]	-8.8*	7	i	-6	i	-4	i	i	i	i	i
Cc1ccc(CNC(=O)c2ccc(CN3CCOCC3)cc2)cc1	i	-24	i	-11	i	4	i	i	i	i	i
CC(/C=N/NC(=O)c1nnn(-c2nonc2N)c1C(C)C)=C\c1ccco1	i	4	i	-6	i	2	i	i	i	i	i
CC(NC(=O)CSc1nnc(-c2cccnc2)n1N)c1ccccc1 (stereo not given)	i	-2	i	-8	i	3	i	i	i	i	i
CC(/C=N/N1CCN(c2ccccc2)CC1)=C\c1ccccc1	i	-2	i	-7	i	2	i	i	i	i	i
CC1=CC(=Nc2c(C)n(C)n(-c3ccccc3)c2=O)C=C(C)C1=O	i	4	i	-2	i	13	i	i	i	i	i
COc1ccc(S(=O)(=O)N(CC(=O)NN=C2CCN(C)CC2)c2ccc(C)cc2)cc1OC	i	-1	i	-11	i	-2	i	i	i	i	i

5 compounds out of the list, arranged by number of heavy atoms, descending.
molecule	KCNK3 inh	SKKanGAS inh	RGS4 block	hERG protect	TMEM16A act	HDAC3 inh	KCNQ1 pot	ANO1 block	KCNQ1 inh	KCNK9 block	RGS4 act
COc1ccc(S(=O)(=O)N(CC(=O)NN=C2CCN(C)CC2)c2ccc(C)cc2)cc1OC	i	-1	i	-11	i	-2	i	i	i	i	i
Cc1nn(CCCC(=O)Nc2cc(Oc3ccccc3)cc([N+](=O)[O-])c2)c(C)c1[N+](=O)[O-]	-8.8*	7	i	-6	i	-4	i	i	i	i	i
COc1ccc(CN2CCN(S(=O)(=O)c3ccccc3)CC2)c(OC)c1OC	i	1	i	-4	i	11	i	i	i	i	i
CC(/C=N/NC(=O)c1nnn(-c2nonc2N)c1C(C)C)=C\c1ccco1	i	4	i	-6	i	2	i	i	i	i	i
Cc1ccc(CNC(=O)c2ccc(CN3CCOCC3)cc2)cc1	i	-24	i	-11	i	4	i	i	i	i	i

One compound at a time, as listed above:
CCc1ccc(C(=O)C(C)OC(=O)c2cccc(S(=O)(=O)N3CCOCC3)c2)cc1 (stereo not given) across the screens: KCNK3 inh: i; SKKanGAS inh: 19; RGS4 block: i; hERG protect: -14; TMEM16A act: i; HDAC3 inh: -3; KCNQ1 pot: i; ANO1 block: i; KCNQ1 inh: i; KCNK9 block: i; RGS4 act: i
O=C(CN1CCN(c2ccc(F)cc2)CC1)Nc1ccccc1 across the screens: KCNK3 inh: i; SKKanGAS inh: -3; RGS4 block: i; hERG protect: 0; TMEM16A act: i; HDAC3 inh: -3; KCNQ1 pot: i; ANO1 block: i; KCNQ1 inh: i; KCNK9 block: i; RGS4 act: i

Later entries:
molecule	KCNK3 inh	SKKanGAS inh	RGS4 block	hERG protect	TMEM16A act	HDAC3 inh	KCNQ1 pot	ANO1 block	KCNQ1 inh	KCNK9 block	RGS4 act
Nc1ccc2nc(-c3ccc(N)c(Cl)c3)[nH]c2c1	i	14	i	-5	i	-34	i	i	i	i	i
Cc1cccc(NC(=O)c2ccc(NCC3CCCO3)c([N+](=O)[O-])c2)n1 (stereo not given)	i	1	i	2	i	3	i	i	i	i	i
Cc1ccc(NC(=O)N(C)c2ccccc2)cc1	i	0	i	-5	i	-1	i	i	i	i	i
COc1cccc(CC(=O)OCC(=O)NC(=O)c2ccc(OC(F)F)cc2)c1	i	-2	i	-9	i	-4	i	i	i	i	i
CCOC(=O)c1c(NC(N)=O)nc2n1CCC2	i	1	i	-2	i	1	i	i	i	i	i
Cc1cc(C)c(OCC(=O)Nc2ccccn2)c([N+](=O)[O-])c1	i	0	i	-9	i	-2	i	i	i	i	i
CC(=O)c1ccc(OCCNS(=O)(=O)c2ccc(-n3cnnn3)c(C)c2)cc1	i	-4	i	-11	i	-5	i	i	i	i	i
Cc1ccc(C2=NCN(c3ccc(C(=O)O)cc3)C(=S)N2)cc1	.	4	i	-12	.	?	i	i	i	i	i
Cc1ccc2nc(NC(=O)CSc3nc(=O)n(CCN(C)C)c4c3CCCC4)sc2c1	i	3	i	-9	i	-2	i	i	i	i	i
COc1ccc(CCN2CC34C=CC(O3)C(C(=O)NCc3ccccc3)C4C2=O)cc1OC (stereo not given)	i	0	i	-11	i	1	i	i	i	i	i
CN(C)S(=O)(=O)c1ccc(Cl)c(NC(=O)CN2C(=O)NC3(CCCC3)C2=O)c1	i	-1	i	-2	i	-2	i	i	i	i	i
CCCCCc1c(O)c2ccccc2[nH]c1=O	i	15	i	-13	i	-15	i	i	i	i	i
Cc1ccc(O)c(C(=O)/C=C/c2ccc3c(c2)OCCCO3)c1	i	-48	i	-4	i	-3	i	i	i	i	i
CCCn1c(SCC(=O)NCCc2ccc(Cl)cc2Cl)n[nH]c1=O	i	7	i	-3	i	8	i	i	i	i	i
CC[C@H]1c2[nH]c3ccccc3c2C[C@@H]2C(=O)N(c3ccc(F)cc3)C(=O)N21	i	14	i	-4	i	3	i	i	i	i	i
COc1cc(/C=N/Nc2ccc3ccccc3c2)ccc1OC(=O)c1ccco1	i	6	i	-4	i	-4	i	i	i	i	i
CCN(CC(=O)Nc1ccccc1C(F)(F)F)C(=O)CN1C(=O)NC2(CCCC2)C1=O	i	0	i	-9	i	0	i	i	i	i	i
Cc1ccc(N2NC(C)(c3cccs3)NC2=S)cc1 (stereo not given)	i	1	i	-10	i	.	i	i	i	i	i
COc1ccc(NC(=O)NC2CCCCCCC2)cc1OC	i	0	i	-9	i	-1	i	i	i	i	i
Cc1ccc(OCn2c(=O)sc3ccccc32)cc1	-11*	3	i	-9	i	3	i	i	i	i	i
CCOc1cccc2sc(=NC(=O)CCS(=O)(=O)c3ccc(F)cc3)n(C)c12	i	-10	i	-6	i	1	i	i	i	i	i
Cc1ccc(CNC(=O)c2ccc(CS(=O)Cc3cccc(Cl)c3)o2)cc1 (stereo not given)	i	8	i	-11	i	-5	i	i	i	i	i
CC(C)Oc1ccc(C(=O)NNC(=O)c2ccccc2C(=O)O)cc1	i	-11	i	-4	i	2	i	i	i	i	i
COc1cc(/C=N/N=C2/NC(=O)C(Cc3ccccc3)S2)ccc1O (stereo not given)	i	-5	i	-7	i	1	i	i	i	i	i
C=CCn1c(SC(CCO)C(=O)NCc2ccco2)nc2sc3c(c2c1=O)CCC3 (stereo not given)	i	-1	i	-15	i	5	i	i	i	i	i
